Assay outcomes as filed in PubChem BioAssay.
miR122 inh: miR-122 Renilla sensor signal increase in Huh7, primary screen, miR-122 inhibitor project, cell-based, single point, plate reader | Huh7 miR-122 Renilla luciferase sensor, 48 h; neutral wells = 0, positive control = 100 | activation (reporter increase), % at 12.5 µM | 340,000 tested, 0.3% active;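 active = mean replicate activation score at least 90 and every replicate individually at or above 90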;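 also: higher luciferase means less miR-122 activity so hits act as miR-122 inhibitors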
SIRT5 block: SIRT5 desuccinylase inhibitors, primary screen, biochemical, fluorescence imaging, single point, set 5; Purified SirT5, succinyl-peptide AMC, trypsin-coupled fluorescence; 330,000 tested, 1.1% active; NAD-dependent protein deacylase sirtuin-5, mitochondrial (Homo sapiens), Q9NXA8; inhibition, % at 15 µM; in the data active = inhibition above about 15%
Target sequence (Q9NXA8 whole entry, looked up): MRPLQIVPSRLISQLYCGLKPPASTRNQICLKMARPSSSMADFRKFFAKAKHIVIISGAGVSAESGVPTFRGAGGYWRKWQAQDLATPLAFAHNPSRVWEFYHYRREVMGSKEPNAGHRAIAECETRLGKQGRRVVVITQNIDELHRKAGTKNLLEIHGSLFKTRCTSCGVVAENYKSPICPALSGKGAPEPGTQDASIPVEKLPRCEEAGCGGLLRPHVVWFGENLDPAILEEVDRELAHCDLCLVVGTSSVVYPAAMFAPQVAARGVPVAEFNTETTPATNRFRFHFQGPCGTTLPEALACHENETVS
ARNT-TACC3 inh: disruptors of ARNT/TACC3 protein interaction, primary screen, biochemical, AlphaScreen, single concentration; Transforming acidic coiled-coil-containing protein 3 (Homo sapiens), Q9Y6A5; AlphaScreen His-ARNT PAS-B/GST-TACC3 binding, luminescence; TACC3 fragment carries E629A point mutation; inhibition, % at 9.99 µM; 390,000 tested, 0.66% active; AID 623870, 2012;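 active = mean inhibition of replicates at least 50% and at least half of replicates each reaching 50%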;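 also: 0% = complete ARNT plus TACC3 wells and 100% = ARNT alone without TACC3; many hits fall short of the cut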
Statin myotox sup: suppressors of statin myotoxicity in C2C12 myotubes, primary screen, cell-based, single point, plate reader; rescue of ATP level, % at 7.49 µM; 330,000 tested, 0.78% active; C2C12 myotubes + simvastatin, ATP luminescence, 48 h; scaled: DMSO 0, geranylgeraniol control 100;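 active = mean ATP rescue above about 67%, or every replicate alone reaching that limit, limit read from the data, passing the limit was not always enough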;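 also: myotubes were challenged with 10 µM simvastatin during compound exposure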
esBAF inh: Bmi1 luciferase reporter increase in mESCs, primary screen, esBAF inhibitor project, mouse ES cells, Bmi1 luciferase knock-in, single point; 24 h; 100% = twice the neutral-well signal; reporter increase, % at 12.5 µM; 350,000 tested, 2% active; in the data active = activation above about 40%;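 also: 0% = median of the plate's neutral control wells and 100% = double that signal; a rise in the Bmi1 reporter signal indicates esBAF inhibition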
Cneo AK release: Cryptococcus neoformans cell lysis inducers, primary screen, AK release luminescence, single concentration; C. neoformans lysis, adenylate kinase release luminescence, 4 h; normalised: neutral wells 0, clomiphene wells 100; lysis activity, % at 15 µM; 360,000 tested, 0.2% active; AID 651654, 2012;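 active = mean lysis activity across replicates of at least 80%, whatever share of replicates individually reach that level; inactive = mean lysis activity below 80%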
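Assay system: log-phase C. neoformans yeast / Quantity: yeast cell density of 5 × 10^6 cells/mL / Medium: fresh YPD growth medium / Compound: single dose / Timing: static 4 h at 37 °C with compound, 1 h detection / Measured by: adenylate kinase release luminescence / Read-out: lysis from increased AK signal / Benchmarks: Clomiphene as positive lysis control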
ERp5 inh: inhibitors of ERp5-driven insulin aggregation, primary screen, biochemical, turbidity, absorbance 650 nm, single point; Protein disulfide-isomerase A6 (Homo sapiens), Q15084; 90 min; inhibition, % at 9.99 µM; 350,000 tested, 0.05% active;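 active = mean replicate inhibition above about 25%, with every replicate also reaching it, limit read from the data, passing the limit was not always enough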
Target sequence (Q15084 whole entry, looked up): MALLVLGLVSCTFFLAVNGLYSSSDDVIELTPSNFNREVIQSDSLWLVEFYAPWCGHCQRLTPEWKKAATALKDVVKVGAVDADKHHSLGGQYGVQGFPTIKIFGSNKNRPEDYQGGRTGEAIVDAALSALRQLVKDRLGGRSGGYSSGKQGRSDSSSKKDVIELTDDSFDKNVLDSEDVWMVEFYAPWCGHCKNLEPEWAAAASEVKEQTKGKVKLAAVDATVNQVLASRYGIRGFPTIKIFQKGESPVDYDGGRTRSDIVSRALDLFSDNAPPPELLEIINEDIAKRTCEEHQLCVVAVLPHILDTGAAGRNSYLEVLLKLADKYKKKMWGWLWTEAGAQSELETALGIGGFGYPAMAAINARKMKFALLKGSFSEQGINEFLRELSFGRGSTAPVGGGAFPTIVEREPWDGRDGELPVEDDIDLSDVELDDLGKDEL
An asterisk follows results filed as active; [ ] = another dose, or the depositor's remark.

Results for CC(C)(C)c1ccc(Oc2ccc(N)cn2)cc1 ?
miR122 inh: -16; SIRT5 block: -3; Cneo AK release: -2; ERp5 inh: -4

Results for COCC(=O)N1[C@@H]2CN(C(=O)c3ccccc3)c3ccccc3[C@@H]2[C@@H]1CO ?
miR122 inh: 36[16.7 µM]; SIRT5 block: 15; ARNT-TACC3 inh: 1; Statin myotox sup: 4; esBAF inh: -3; Cneo AK release: 44; ERp5 inh: -1

Results for CC1(C(=O)NCc2cccc3ccccc23)CCN1Cc1ccc2ccccc2c1 (configuration not stated) ?
miR122 inh: -5; Statin myotox sup: 9; esBAF inh: 1; Cneo AK release: -1; ERp5 inh: -1

How did COc1ccc(Cn2c(=O)[nH]c3cc(C(=O)NCCCN4CCCCCC4)ccc3c2=O)cc1 do in these assays?
miR122 inh: 1; SIRT5 block: -2; ARNT-TACC3 inh: 5; Statin myotox sup: 0; esBAF inh: -4; Cneo AK release: -4; ERp5 inh: 9

What do the screens show for `Cc1cc2cc(CNC(=O)c3ccc(S(=O)(=O)N4CCOCC4)cc3)ccc2[nH]1`?
miR122 inh: -5; SIRT5 block: -4; ARNT-TACC3 inh: 6; Statin myotox sup: 2; esBAF inh: -8; Cneo AK release: -3; ERp5 inh: -5

How did Cc1ccc[n+](/C(=C\C(=C=[N-])C#N)C(=O)c2ccc(Cl)cc2)c1 do in these assays?
SIRT5 block: 7; ARNT-TACC3 inh: 3; ERp5 inh: 2

Results for CN(C)C(=O)c1cccc(-c2ccc([C@H]3[C@@H](C#N)N(C(=O)C4CC4)[C@@H]3CO)cc2)c1 ?
SIRT5 block: 2; ARNT-TACC3 inh: 2; Statin myotox sup: 1; esBAF inh: -4; Cneo AK release: 52; ERp5 inh: 1

How did C[C@H](O)C#Cc1cnc2c(c1)C(=O)N([C@H](C)CO)C[C@@H](C)[C@H](CN(C)C(=O)Cc1ccncc1)O2 do in these assays?
miR122 inh: -11[16.7 µM]; SIRT5 block: -4; ARNT-TACC3 inh: -3; Statin myotox sup: 4; esBAF inh: -1; Cneo AK release: 6; ERp5 inh: -6

How did COc1cc(/C=C/C(=O)N2CCN(C)CC2)cc(S(=O)(=O)N2CCc3ccccc32)c1OC do in these assays?
miR122 inh: 0; SIRT5 block: 1; ARNT-TACC3 inh: -6; Statin myotox sup: -5; esBAF inh: -1; Cneo AK release: 3; ERp5 inh: 0

How did C[C@@H]1CN([C@@H](C)CO)C(=O)c2cccc(NS(=O)(=O)c3ccccc3)c2O[C@@H]1CN(C)Cc1ccc(C(=O)O)cc1 do in these assays?
miR122 inh: -6[16.7 µM]; SIRT5 block: -5; ARNT-TACC3 inh: -9; Statin myotox sup: -3; esBAF inh: -2; Cneo AK release: 3; ERp5 inh: 3

Results for C[C@@H]1CN([C@H](C)CO)C(=O)c2cc(NC(=O)Cc3ccccc3)ccc2O[C@@H]1CN(C)S(=O)(=O)c1ccccc1 ?
miR122 inh: 13[16.7 µM]; SIRT5 block: 3; ARNT-TACC3 inh: 1; Statin myotox sup: 10; esBAF inh: 9; Cneo AK release: -6; ERp5 inh: -1

Results for CNC(=O)[C@@H]1C[C@H]1[C@@H](NC(=O)OCc1ccccc1)c1ccccc1 ?
miR122 inh: -2; SIRT5 block: -7; ARNT-TACC3 inh: -9; Statin myotox sup: 0; esBAF inh: -1; Cneo AK release: 1; ERp5 inh: 1

Results for COC(=O)N(C)C[C@@H]1OCc2ccccc2-c2c(n(C)c3ccccc23)C(=O)N([C@H](C)CO)C[C@H]1C ?
SIRT5 block: -1; ARNT-TACC3 inh: 3; Statin myotox sup: 37; esBAF inh: -5; Cneo AK release: 0; ERp5 inh: 2

How did Cc1nnc(SCC(=O)Nc2ccccc2)[nH]c1=O do in these assays?
miR122 inh: -7; ARNT-TACC3 inh: -1; Statin myotox sup: -2; esBAF inh: 1; Cneo AK release: 0

What do the screens show for `O=C(O)CCNC(=O)c1ccc(Br)o1`?
miR122 inh: 1; ARNT-TACC3 inh: -5; Statin myotox sup: -7; esBAF inh: -4; Cneo AK release: 2

Looked up one by one from the entries so far (4):
How did C[C@H](O)C#Cc1cnc2c(c1)C(=O)N([C@H](C)CO)C[C@@H](C)[C@H](CN(C)C(=O)Cc1ccncc1)O2 do in these assays?
miR122 inh: -11[16.7 µM]; SIRT5 block: -4; ARNT-TACC3 inh: -3; Statin myotox sup: 4; esBAF inh: -1; Cneo AK release: 6; ERp5 inh: -6

How did COc1cc(/C=C/C(=O)N2CCN(C)CC2)cc(S(=O)(=O)N2CCc3ccccc32)c1OC do in these assays?
miR122 inh: 0; SIRT5 block: 1; ARNT-TACC3 inh: -6; Statin myotox sup: -5; esBAF inh: -1; Cneo AK release: 3; ERp5 inh: 0

Results for CN(C)C(=O)c1cccc(-c2ccc([C@H]3[C@@H](C#N)N(C(=O)C4CC4)[C@@H]3CO)cc2)c1 ?
SIRT5 block: 2; ARNT-TACC3 inh: 2; Statin myotox sup: 1; esBAF inh: -4; Cneo AK release: 52; ERp5 inh: 1

Results for CC1(C(=O)NCc2cccc3ccccc23)CCN1Cc1ccc2ccccc2c1 (configuration not stated) ?
miR122 inh: -5; Statin myotox sup: 9; esBAF inh: 1; Cneo AK release: -1; ERp5 inh: -1

New compounds follow.
How did O=C1CS/C(=N/N=C\c2ccn[nH]2)N1 do in these assays?
miR122 inh: -4; SIRT5 block: 2; Cneo AK release: 2; ERp5 inh: -1

How did O=C(C[C@H]1CC[C@H](NC(=O)C2CCOCC2)[C@@H](CO)O1)Nc1nccs1 do in these assays?
SIRT5 block: 14; ARNT-TACC3 inh: 24; Statin myotox sup: -24; esBAF inh: -4; Cneo AK release: -3; ERp5 inh: 0

Results for Cc1ccc(N2CCN(c3ccc(C)cc3)C2c2cccnc2)cc1 ?
miR122 inh: -10; SIRT5 block: -1; ARNT-TACC3 inh: 1; Statin myotox sup: 19; esBAF inh: 11; Cneo AK release: -2; ERp5 inh: -3

What do the screens show for `Cc1cn([C@H]2C[C@H](O)[C@@H](CCC(=O)NC(c3ccccc3)c3ccccc3)O2)c(=O)[nH]c1=O`?
miR122 inh: 3; SIRT5 block: -5; ARNT-TACC3 inh: -4; Statin myotox sup: 5; esBAF inh: 2; Cneo AK release: 0; ERp5 inh: 6

Results for CCOC(=O)Cc1csc(NC(=O)c2c(-c3ccccc3)noc2C)n1 ?
SIRT5 block: -1; ARNT-TACC3 inh: 1; Statin myotox sup: 5; esBAF inh: -5; Cneo AK release: 1; ERp5 inh: -1

Results for CCO[C@@H]1OC(C(=O)NCc2nc3ccccc3[nH]2)=C[C@H](C(C)(C)C)[C@H]1CCCO ?
miR122 inh: 33; SIRT5 block: 1; ARNT-TACC3 inh: -3; Statin myotox sup: -100; esBAF inh: 2; Cneo AK release: 8; ERp5 inh: 4

How did Cc1nn(-c2nccs2)c2c1C(=O)CC(C)(C)C2Br (configuration not stated) do in these assays?
SIRT5 block: -1; ARNT-TACC3 inh: -1; Statin myotox sup: -5; esBAF inh: -15; Cneo AK release: 4; ERp5 inh: -3

Results for O=C(NC1CCN(Cc2ccccc2)CC1)c1cc(S(=O)(=O)Nc2ccc(F)cc2)ccc1Cl ?
SIRT5 block: -2; ARNT-TACC3 inh: 2; Statin myotox sup: -14; Cneo AK release: -3; ERp5 inh: 0

What do the screens show for `Cc1ccc(Nc2c(-c3cccnc3)nc3ccc(Br)cn23)cc1`?
SIRT5 block: -2; ARNT-TACC3 inh: 6; ERp5 inh: 0

How did C/C(=N\NC(=O)c1ccc(-c2ccccc2)cc1)C1C(=O)c2ccccc2C1=O do in these assays?
SIRT5 block: -3; ARNT-TACC3 inh: -7; ERp5 inh: 6

How did CCC(C)[C@H]1CN=C(N)N1CCCc1cc(OC)c(OC)c(OC)c1 (some centres not stated) do in these assays?
miR122 inh: 3; SIRT5 block: 23*; ARNT-TACC3 inh: 0; Statin myotox sup: 10; esBAF inh: 3; Cneo AK release: -2; ERp5 inh: 1

Results for Cc1nc(CS(=O)(=O)c2ccccn2)sc1C(=O)NNC(=O)c1c(F)cccc1Cl ?
miR122 inh: 0; SIRT5 block: 0; ARNT-TACC3 inh: 6; Statin myotox sup: 6; esBAF inh: -12; Cneo AK release: 0; ERp5 inh: -4

How did c1ccc(Cn2c(NCc3ccco3)nc3ccccc32)cc1 do in these assays?
miR122 inh: 8; ARNT-TACC3 inh: 3; Statin myotox sup: -41; esBAF inh: -5; Cneo AK release: 0

What do the screens show for `CCOc1ccccc1N1CCN(S(=O)(=O)c2cccs2)CC1`?
miR122 inh: 23; SIRT5 block: -4; ARNT-TACC3 inh: -21; Statin myotox sup: 8; esBAF inh: -6; Cneo AK release: 0; ERp5 inh: 6

What do the screens show for `CC(C)(C)S(=O)N1Cc2cc(C(=O)Nc3ccc(-c4ccccc4)cc3)nc(-c3cccc(-c4cc5ccccc5o4)c3)c2[C@@H]1CCO` (some centres not stated)?
miR122 inh: -5; SIRT5 block: -5; Statin myotox sup: 2; esBAF inh: -4; Cneo AK release: 0; ERp5 inh: -7

How did O=C(C[C@@H]1C=C[C@@H](NS(=O)(=O)c2ccccc2)[C@@H](CO)O1)N1CCc2ccccc2C1 do in these assays?
SIRT5 block: 0; ARNT-TACC3 inh: 1; Statin myotox sup: -6; esBAF inh: 1; Cneo AK release: -2; ERp5 inh: 5

Results for COc1ccc(OC)c(C(O)c2nc3ccccc3n2C(C)C)c1 (configuration not stated) ?
miR122 inh: 2; ARNT-TACC3 inh: 26; Statin myotox sup: 10; esBAF inh: 1; Cneo AK release: -4

How did CS(=O)(=O)c1nc(S(=O)(=O)c2ccc(Cl)cc2)c(N2CCCCCC2)s1 do in these assays?
SIRT5 block: 3; ARNT-TACC3 inh: 1; Statin myotox sup: 23; esBAF inh: 3; Cneo AK release: 16; ERp5 inh: 1

Results for C[C@H](CO)N1C[C@H](C)[C@@H](CN(C)C)Oc2ccc(NC(=O)Nc3cccc4ccccc34)cc2C1=O ?
miR122 inh: -6[16.7 µM]; Statin myotox sup: 33; esBAF inh: -4

How did CCc1ccc(N(C(=O)CNC(=O)c2ccco2)C(C(=O)NCC2CCCO2)c2ccccc2)cc1 (configuration not stated) do in these assays?
SIRT5 block: -1; ARNT-TACC3 inh: -3; ERp5 inh: -7

What do the screens show for `C=CCc1ccccc1OCC(=O)OCCNC(=O)c1cccnc1`?
miR122 inh: -6; ARNT-TACC3 inh: -4; Statin myotox sup: 0; esBAF inh: -2; Cneo AK release: 6

What do the screens show for `CO[C@H]1CN(C)C(=O)c2ccc(NC(=O)Nc3cccc(Cl)c3)cc2OC[C@@H](C)N(C(=O)Nc2c(C)noc2C)C[C@H]1C`?
miR122 inh: 4[16.7 µM]; SIRT5 block: 0; ARNT-TACC3 inh: 2; Statin myotox sup: -6; esBAF inh: 1; Cneo AK release: -3; ERp5 inh: 2

How did COc1cc(OC)c(C(=O)Nc2ccc(C(=O)c3ccccc3)cc2)cc1OC do in these assays?
miR122 inh: -5; SIRT5 block: -3; ARNT-TACC3 inh: 5; Statin myotox sup: -1; esBAF inh: -9; Cneo AK release: -1; ERp5 inh: 0

What do the screens show for `O=C(Nc1ccc(S(=O)(=O)Nc2nccs2)cc1)c1nn(-c2ccccc2)ccc1=O`?
miR122 inh: 5; SIRT5 block: 1; ARNT-TACC3 inh: -6; Statin myotox sup: 2; esBAF inh: 0; Cneo AK release: 33; ERp5 inh: -2

What do the screens show for `CCC(=O)Nc1ccc(Br)cn1`?
miR122 inh: 2; SIRT5 block: 2; Statin myotox sup: -3; esBAF inh: 0; Cneo AK release: 0; ERp5 inh: -1

Results for O=C(N/N=C\c1cn[nH]c1-c1ccccc1)c1cccs1 ?
SIRT5 block: 2; ARNT-TACC3 inh: 2; ERp5 inh: -2

How did Cc1ccc(NC2=Nc3ccccc3CS2)cc1 do in these assays?
miR122 inh: 5; ARNT-TACC3 inh: -5; Statin myotox sup: -12; esBAF inh: -47; Cneo AK release: -10
